Screening data: PubChem BioAssay, several laboratories
NSD2 inh – NSD2 histone methyltransferase inhibitors, primary screen, biochemical, AlphaScreen, single concentration, set 2; NSD2 peptide methylation, 120 min; inhibition, % at 12.5 µM; 310,000 tested, 0.54% active; in the data active = inhibition above about 50%
Rtt109 HAT inh – inhibitors of C. albicans Rtt109/Vps75 HAT, primary screen, biochemical, ThioGlo CoA-SH fluorescence, plate reader | Histone acetyltransferase RTT109 (Candida albicans (strain SC5314 / ATCC MYA-2876)), … | purified Rtt109/Vps75, 4 h | inhibition, % at 34.9 µM | 330,000 tested, 0.16% active;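 active = inhibition of at least 50% in every replicate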
Target sequence (Q5AAJ8 whole entry, looked up): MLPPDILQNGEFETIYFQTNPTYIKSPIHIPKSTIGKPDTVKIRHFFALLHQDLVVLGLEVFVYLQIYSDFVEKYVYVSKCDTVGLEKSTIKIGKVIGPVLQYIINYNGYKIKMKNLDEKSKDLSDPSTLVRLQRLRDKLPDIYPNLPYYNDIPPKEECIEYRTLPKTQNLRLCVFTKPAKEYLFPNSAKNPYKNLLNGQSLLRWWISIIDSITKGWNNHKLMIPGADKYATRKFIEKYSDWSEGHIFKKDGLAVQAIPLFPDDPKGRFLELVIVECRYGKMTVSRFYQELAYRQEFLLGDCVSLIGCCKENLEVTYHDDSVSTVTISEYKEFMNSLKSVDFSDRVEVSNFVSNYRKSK
cardiac RTF act – cardiac RTF calcium sensitivity activators, primary screen, biochemical, IANBD-TnC fluorescence, EC20 calcium; Troponin I, cardiac muscle (Homo sapiens) + Troponin T, cardiac muscle (Homo sapiens) + …; IANBD-labeled TnC RTF fluorescence at EC20 calcium; 0% EC20 calcium, 100% full calcium; activation, % at 7.2 µM; 340,000 tested, 0.24% active; AID 493008, 2010;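 active = activation above the mean over all tested compounds plus 3 SD, cut at about 30% in these data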;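 also: rise in fluorescence read as greater calcium sensitivity of cardiac thin filaments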
PfHsp90 set2 – growth inhibition of PfHsp90-expressing yeast, primary screen, antimalarial PfHsp90 inhibitor project, S. cerevisiae, BacTiter-Glo luminescence, single point, set 2. inhibition, % at 9.4 µM. BacTiter-Glo ATP, 48 h; yeast lacking PDR1 and PDR3 efflux regulators. 310,000 tested, 0.32% active;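 active = every replicate shows inhibition above about 80%, whatever the replicate mean, limit read from the data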;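 also: 0% = DMSO neutral controls and 100% = 20 µM radicicol positive controls; yeast relying on Plasmodium falciparum Hsp90 in place of its own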
Keap1 Nrf2 FP – Keap1-Nrf2 protein-protein interaction inhibitors, primary screen, biochemical, fluorescence polarization, single point | Keap1 Kelch-Nrf2 peptide fluorescence polarization, 1536-well | inhibition, % at 9.4 µM | 340,000 tested, 0.15% active; in the data active = inhibition above about 12%;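 also: human Keap1 Kelch domain with fluorescein labeled Nrf2 9mer peptide probe; 0% = neutral control wells and 100% = peptide positive control; higher means more block of Keap1 binding to Nrf2 peptide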
Target sequence (Q14145 whole entry, looked up, the tested form may be a part): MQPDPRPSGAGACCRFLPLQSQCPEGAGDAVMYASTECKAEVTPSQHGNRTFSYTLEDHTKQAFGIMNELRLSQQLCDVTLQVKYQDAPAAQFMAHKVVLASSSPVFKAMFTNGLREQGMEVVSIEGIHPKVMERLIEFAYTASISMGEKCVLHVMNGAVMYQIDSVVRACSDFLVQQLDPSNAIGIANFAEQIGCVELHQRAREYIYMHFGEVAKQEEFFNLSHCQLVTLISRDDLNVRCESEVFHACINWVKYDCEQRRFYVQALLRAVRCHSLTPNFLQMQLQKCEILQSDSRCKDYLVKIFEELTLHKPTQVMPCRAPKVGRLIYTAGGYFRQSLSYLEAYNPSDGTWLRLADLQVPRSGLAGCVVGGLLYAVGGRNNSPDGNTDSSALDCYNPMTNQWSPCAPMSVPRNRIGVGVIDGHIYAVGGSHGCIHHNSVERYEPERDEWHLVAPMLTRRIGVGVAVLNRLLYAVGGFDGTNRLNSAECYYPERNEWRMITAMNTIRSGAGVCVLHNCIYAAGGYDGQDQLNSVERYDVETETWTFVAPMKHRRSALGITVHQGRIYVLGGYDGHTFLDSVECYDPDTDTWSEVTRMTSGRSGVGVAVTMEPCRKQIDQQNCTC
C-LANA FP – inhibitors of KSHV C-LANA binding to DNA, primary screen, biochemical, fluorescence polarization, FAM-LBS DNA, MBP-C-LANA, single point; Kaposi's sarcoma herpesvirus LANA C-terminal domain (residues 932-1162) DNA binding; inhibition, % at 9 µM; 340,000 tested, 0.078% active;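 active = highest replicate inhibition at or above 60% at 9 µM, even if other replicates fall short; inactive = all replicates below 60% inhibition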;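 also: 0% = neutral control wells and 100% = 4 µM acridine orange control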
SUMO Mot1 rescue – yeast Mot1-301 growth rescue at high temperature, primary screen, SUMOylation pathway inhibitor project, S. cerevisiae, ATP luminescence, 38.5C. S. cerevisiae Mot1-301 growth rescue; percent above DMSO median, 100 means doubled. growth rescue, % at 18.8 µM. 320,000 tested, 1% active. AID 2716, 2010;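 active = every valid replicate shows activation above 250% relative to neutral control wells; inactive = the rest, any valid replicate at or below 250%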;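 also: OY570 slx delta 5 strain wells were the positive control but not used for scaling; some compounds called inactive have numbers as strong as hits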
dFosB activator – activators of delta FosB homodimer, primary screen, biochemical, fluorescence polarization, TAMRA-CDK5 oligo, single point; Protein FosB (Mus musculus), P13346; purified delta FosB; percent of positive-control signal above neutral wells; activation, % at 25 µM; 340,000 tested, 0.99% active;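 active = mean activation above about 17%, with every replicate also reaching it, limit read from the data, passing the limit was not always enough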;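 also: fluorescence polarization rise as delta FosB binds a TAMRA Cdk5 AP-1 oligo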
CDK5 p35 inh – inhibitors of human CDK5/p35 kinase, primary screen, biochemical, single concentration. Cyclin-dependent kinase 5 (Homo sapiens) + Cyclin-dependent kinase 5 activator 1 (Homo …. Recombinant CDK5/p35, ADP-Glo luminescence, 60 min. inhibition, % at 10 µM. 330,000 tested, 0.01% active;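 active = highest replicate inhibition of at least 50% and at least 75% of replicates reaching 50%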;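 also: plate controls were DMSO neutral control for no effect and GW8510 at 10 µM for full effect; many of its hits are not listed in these tables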
PvdQ inh – P. aeruginosa PvdQ acylase inhibitors, primary screen, biochemical, fluorescence, plate reader and imaging, single point | purified PvdQ acylase | inhibition, % at 10 µM | PvdQ acylase [Pseudomonas aeruginosa LESB58] | 340,000 tested, 0.063% active | AID 488965, 2010; in the data active = inhibition above about 30%, passing the limit was not always enough;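 also: 0% = vehicle neutral wells and 100% = reference inhibitor wells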
Cardiac RTF inh – cardiac RTF calcium sensitivity inhibitors, primary screen, biochemical, IANBD-TnC fluorescence, EC70 calcium | IANBD-labeled cardiac RTF, Ca2+ fluorescence | inhibition, % at 7.15 µM | AID 493244, 2011 | 340,000 tested, 0.12% active;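 active = inhibition above the mean inhibition of all tested compounds plus 3 SD, cut at about 17% in these data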;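 also: assay run at fixed EC70 calcium of 1.6 mM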
Numbers without * were called inactive; nt = no result given.

SMILES	NSD2 inh	Rtt109 HAT inh	cardiac RTF act	PfHsp90 set2	Keap1 Nrf2 FP	C-LANA FP	SUMO Mot1 rescue	dFosB activator	CDK5 p35 inh	PvdQ inh	Cardiac RTF inh
O=C(CSc1nccc2ccccc12)N1CCN(Cc2ccc3c(c2)OCO3)CC1	35	19	-1	8	-8	2.9	158	2	-2.8	5	-2
CC1CCN(C(=O)CN2C(=O)C(C)(C)Oc3ccc(C(=O)NC(C)C)cc32)CC1	-8	-3	2	6	1	-1.2	320	-8	-0.2	-10	-2
CCOC(=O)C(NC(C)=O)(OCc1ccccc1)C(F)(F)F (configuration not stated)	-1	-1	-4	-14	0	-1.9	-12	3	-0.5	-10	-1
Cc1cc(C)nc(NN2C(=O)/C(=C/c3ccc(O)cc3)SC2=S)n1	13	3	15	-4	-8	-5.3	-9	-1	0.9	4	-20
CSCCC(NC(=O)COc1ccccc1)C(=O)N(C)CC(=O)Nc1c(C)cccc1C (configuration not stated)	-1	5	8	nt	3	-0.6	3	-12	0.8	-11	-20
COc1ccc(C(=O)NNC(=S)NC(=O)c2cccs2)cc1	1	2	2	23	0	1.5	-2	-7	1.4	-6	-3
O=C(CC12CC3CC(CC(Br)(C3)C1)C2)OCCN1CCCCC1	1	-9	6	nt	1	-2.1	nt	-15	1.3	-11	-24
Cc1ccccc1S(=O)(=O)Nc1ncc(C(F)(F)F)cc1Cl	-3	-1	6	9	-6	-0.3	1	-6	1.1	-7	-3
N#CCCN(C(=O)CSc1n[nH]c(=O)[nH]c1=O)c1ccccc1	-1	-12	-9	nt	-2	-1.0	4	0	-2.8	-16	6
Cn1c(SC/C=C/c2ccccc2)nnc1-c1cccs1	2	-1	0	3	6	-1.2	-21	2	-2.0	-16	-1
CC(C)Nc1nc(NC(C)C)nc(OCCOC(=O)c2ccccc2)n1	3	-11	-2	-29	-1	1.0	-1	-8	-0.1	-11	-4
CCCn1c(N)c(C(=O)CSc2nc3ncc(Cl)cc3[nH]2)c(=O)[nH]c1=O	-1	9	-5	22	0	-1.2	16	-6	-0.1	8	-4
O=C(CSc1nnc(CNc2ccccc2)o1)N1CCc2ccccc21	0	-2	0	-16	0	0.2	6	11	-1.7	-11	-4
CNC(=O)COc1coc(CN2CCN(c3cccc(Cl)c3)CC2)cc1=O	2	-5	-3	-8	-4	1.1	-2	-3	0.1	-12	-7
CCOc1ccc(N2CC(C(=O)OCC(=O)c3ccc(OC)cc3)CC2=O)cc1 (configuration not stated)	0	-6	5	-65	-6	0.2	-1	-7	0.5	-5	2
COc1ccccc1C(=O)Nc1ccnn1C1CCN(C(=O)C(C)(C)C)CC1	-3	-11	4	9	-2	-1.8	10	-8	-2.4	-6	1
CCOC(=O)/C=C1\CN(Cc2ccc(OC)cc2)S(=O)(=O)c2ccccc21	nt	-12	-3	-8	-1	0.3	12	0	-0.7	-4	-2
C=CCn1c(SCC(=O)NCc2ccc3c(c2)OCO3)nnc1-c1cccnc1	-4	1	-4	nt	nt	nt	-4	1	-0.2	9	-1
CC1(C)CC(=O)c2cnc3nc4ccccc4n3c2C1	-5	-31	-3	-3	1	-1.3	nt	4	0.8	2	-6
O=C(COC(=O)/C=C/c1cn(-c2ccccc2)nc1-c1cccnc1)Nc1ccc(Cl)cc1Cl	2	9	0	-16	-4	3.9	19	-19	2.7	-14	1
CN1CCc2c(sc(/N=C/c3cccs3)c2C(N)=O)C1	8	-11	31*	nt	-15	5.6	-14	0	-8.5	-13	-16
CCC1CCC(C(=O)NC(C(=O)NCCN2CCOCC2)C(C)C)CC1 (configuration not stated)	-3	-10	-4	10	3	-0.9	-9	-2	0.1	0	3
COc1ccc(/C=C/C(=O)NC(=S)NNC(=O)c2c(-c3ccccc3)noc2C)cc1	-3	2	5	-1	-8	-0.5	1	-11	-1.0	-10	-7
COC(=O)c1ccc(NC(=S)NCc2ccco2)cc1	0	0	0	-1	-3	-1.3	6	-7	-1.4	10	-3
Nc1ncc(Br)cc1N=Cc1ccccc1	3	3	5	25	-2	0.6	9	-6	8.4	9	-31
O=C(NC1CCCc2ccccc21)c1cc(F)cc(F)c1 (configuration not stated)	0	0	-3	0	3	-3.0	-7	-12	0.5	-2	0
COc1ccc(CNC(=O)Cn2nc(C)n3cccc3c2=O)cc1	nt	-7	-1	-6	-2	0.7	-4	0	-1.3	-2	0
CC1=C(C(N)=O)C(c2cccs2)n2nc(-c3cccc(C)c3)nc2N1 (configuration not stated)	-1	-4	-2	-18	0	-0.3	22	-5	1.9	4	2
CC1(C)Cc2cccc(Oc3cc(NN4CCCCC4)c([N+](=O)[O-])cc3[N+](=O)[O-])c2O1	nt	1	-7	14	2	-0.6	-9	-3	0.2	12	1
CC/C(O)=C1\C(=O)CC(C)(C)CC1=Nc1ccccc1C	0	-10	5	-23	-4	-0.1	-2	2	-0.4	5	3
COc1ccc(F)cc1C1=CC(=O)C[C@H](c2ccc3c(c2)OCO3)C1	nt	-11	-4	-3	7	0.7	-2	7	-0.7	-2	-5
CC(C)CC(NC(=O)c1ccc(Cl)cc1)C(=O)OCC(=O)c1ccc2c(c1)NC(=O)CO2 (configuration not stated)	-2	-2	8	2	-1	-0.6	170	3	1.6	-13	-8
Cc1ccc(NC(=O)COc2ccc(-c3nnco3)cc2)cc1S(=O)(=O)N1CCOCC1	7	1	1	-4	-1	0.8	0	-14	-0.8	-11	10
CC(Sc1nc2scc(-c3ccccc3)c2c(=O)[nH]1)C(=O)NC(N)=O (configuration not stated)	1	-5	0	-38	-2	0.4	18	9	0.2	-8	-1
CCOC(=O)C(C)Sc1ncnc2nc[nH]c12 (configuration not stated)	6	-6	-4	-14	-1	-2.1	5	6	2.3	-2	-3
O=C(C[C@H]1C[C@H](C(=O)N2CCOCC2)[C@@]2(CCC3CCCC3)c3[nH]c4cc(-c5ccco5)ccc4c3CCN2C1=O)NCc1cccc(C(F)(F)F)c1	nt	-17	4	-13	-5	-1.6	nt	-11	0.6	-14	-7
Cc1cc(C)nc(NC(=O)Cc2ccc([N+](=O)[O-])cc2)c1	1	-10	8	-4	-7	-0.5	25	-1	-1.2	5	-7
O=C(C[C@H]1C/C=C\C[C@H](Cc2ccc(F)cc2)C(=O)O[C@@H](c2ccccc2)CNC1=O)N[C@H](CO)Cc1ccccc1	nt	7	-2	-27	3	0.1	4	3	0.6	-1	-6
Cc1nc(Oc2ccccc2)c2ccsc2n1	-6	-3	-1	4	-2	-0.9	-17	-6	-0.2	-8	-8
CCCCCCNC(=O)c1ncn[nH]1	-2	-2	14	-11	-7	2.8	5	-3	-0.8	-17	-6

The final three entries of the part before lead into the next.
SMILES	NSD2 inh	Rtt109 HAT inh	cardiac RTF act	PfHsp90 set2	Keap1 Nrf2 FP	C-LANA FP	SUMO Mot1 rescue	dFosB activator	CDK5 p35 inh	PvdQ inh	Cardiac RTF inh
O=C(C[C@H]1C/C=C\C[C@H](Cc2ccc(F)cc2)C(=O)O[C@@H](c2ccccc2)CNC1=O)N[C@H](CO)Cc1ccccc1	nt	7	-2	-27	3	0.1	4	3	0.6	-1	-6
Cc1nc(Oc2ccccc2)c2ccsc2n1	-6	-3	-1	4	-2	-0.9	-17	-6	-0.2	-8	-8
CCCCCCNC(=O)c1ncn[nH]1	-2	-2	14	-11	-7	2.8	5	-3	-0.8	-17	-6
C(=N/Nc1nc(-c2ccccc2)cc(-c2ccccc2)n1)/c1cccnc1	-2	1	-1	19	0	1.1	4	-18	-1.3	-5	6
C/C(=N\OCC(=O)Nc1ccc(OC(F)(F)F)cc1)c1ccc2c(c1)OCCO2	11	2	0	1	-5	0.1	0	6	-0.3	6	2
CCOc1cc(C(=O)Nc2nnc(S(=O)(=O)N3CCOCC3)s2)cc(OCC)c1OCC	0	-1	-4	4	-1	-0.2	14	-10	nt	-3	0
[N-]=[N+]=CC(=O)C(Cc1ccccc1)N1C(=O)c2ccccc2C1=O (configuration not stated)	2	-5	-2	9	5	-1.4	-8	2	-1.2	3	1
CCCc1nc2nc(C)c(NS(=O)(=O)c3ccc(CC(C)C)cc3)c(=O)n2[nH]1	0	10	-2	-29	-4	2.0	17	-7	-0.5	13	8
O=C(NCC1CCCN1S(=O)(=O)c1ccccc1)c1cccc(Cl)c1 (configuration not stated)	25	-7	-4	-46	-5	2.9	-12	-2	0.4	-15	-5
Cc1cccc(OCC(=O)N2CCN(C(=O)COc3ccc(Cl)cc3)CC2)c1	-2	4	-5	5	4	0.8	8	-9	-0.7	-4	-11
CCOc1cccc(-n2nnnc2-c2ccc(OC)cc2)c1	nt	-2	-3	0	-1	-0.5	11	0	0.2	-15	-4
CCOc1ccccc1NS(=O)(=O)c1ccc(-n2cccn2)cc1	-1	0	-2	1	-6	-1.4	-16	-6	1.2	-10	5
CC1=C(C(=O)OC(C)C)C(c2ccsc2)NC(=O)N1C (configuration not stated)	2	-4	1	5	-5	-1.3	4	4	1.5	1	-2
O=C(/C=C/c1cccs1)N1CCN(c2ccccc2)CC1	-2	-7	-2	-12	2	-0.5	22	-1	1.5	-3	-16
COc1cc(NC(=O)C2CCCN(S(=O)(=O)c3ccc4c(c3)oc(=O)n4C)C2)cc(OC)c1 (configuration not stated)	nt	-3	-2	-19	-5	-0.7	-4	6	0.1	-4	-7
COc1ccc(CCNC(=O)Oc2ccccc2)cc1OC	-1	5	-11	19	1	-1.0	523	-2	0.5	-23	0
O=C(Cc1ccc(Cl)c(Cl)c1)NC1CCCCCC1	-3	-6	9	-16	0	-1.1	51	-17	0.6	-6	-15
COC(=O)C(=C/C=C/c1ccco1)C(=O)OC	3	4	5	-18	-6	4.1	-18	-11	3.0	-7	-4
COc1ccc(CCNS(=O)(=O)c2ccc(OC)c(OC)c2)cc1OC	-1	7	1	18	-5	0.5	140	-1	-0.1	-4	-2
O=C(Nc1ccc(Cl)cc1)OCCn1nnnc1C(c1ccccc1)N1CCOCC1 (configuration not stated)	nt	12	-1	4	-7	1.1	-4	1	-1.2	0	-10
